Source: PubChem (several laboratories)
GSK3A inh = human GSK-3 alpha kinase inhibition. P49840. ADP-Glo luminescence, 60 min. inhibition, % at 10 µM. hit rate 0.1% among 320,000;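 in the data active means inhibition above about 50%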;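 further: GST-tagged GSK-3 alpha with peptide substrate and 25 µM ATP; 0% = DMSO neutral wells and 100% = GW8510 positive control wells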
Target sequence (P49840 whole entry, looked up): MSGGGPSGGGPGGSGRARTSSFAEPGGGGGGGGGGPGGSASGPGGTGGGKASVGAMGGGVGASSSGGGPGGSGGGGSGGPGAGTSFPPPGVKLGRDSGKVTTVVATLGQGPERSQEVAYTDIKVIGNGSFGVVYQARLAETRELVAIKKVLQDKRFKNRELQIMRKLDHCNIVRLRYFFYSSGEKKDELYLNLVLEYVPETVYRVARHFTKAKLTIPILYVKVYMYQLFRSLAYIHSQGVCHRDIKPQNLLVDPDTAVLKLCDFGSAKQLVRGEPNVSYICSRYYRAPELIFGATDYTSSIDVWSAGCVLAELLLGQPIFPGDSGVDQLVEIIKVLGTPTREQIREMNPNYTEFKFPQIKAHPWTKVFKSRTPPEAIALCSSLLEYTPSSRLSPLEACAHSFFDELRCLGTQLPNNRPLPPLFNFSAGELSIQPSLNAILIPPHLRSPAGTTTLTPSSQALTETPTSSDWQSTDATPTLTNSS
PolyA inhibitor = blocks polyadenylation in yeast reporter cells; calls only at 12 µM; S. cerevisiae SKY197-pL101 polyadenylation reporter, beta-gal luminescence; efflux-impaired pdr1/pdr3 knockout yeast; score 100 = 6 SD above DMSO; hit rate 0.02% among 300,000;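 active means lowest replicate activity score at least 50, where 100 means six control SD above control mean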;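 further: yeast exposed to compound for 9 h at 30 °C; higher score means more reporter readthrough which indicates perturbed polyadenylation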
hERG rescue = compounds protecting human hERG from proarrhythmic drug block; Q12809; hit rate 0.51% among 310,000; CHO-hERG, FluxOR thallium flux, dofetilide IC70 present; activation (rescue from dofetilide block), less the hit threshold, % at 10 µM;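 active means activation above the mean of controls blocked by dofetilide plus 5 SD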;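 further: thallium influx through hERG after potassium depolarization seen as dye fluorescence rise; in these data hits start at about 4.7%; inactives centre near -7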
GSK3B inh = inhibitors of human GSK3beta kinase; activity score (negative = inhibition), % at 10 µM; GST-GSK3beta kinase, ADP-Glo luminescence, 60 min; active compounds read low; hit rate 0.038% among 300,000;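 active means more than half of replicate wells score below -50%, meaning over 50% inhibition versus plate controls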;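 further: 0% = median DMSO wells and -100% = median GW8510 positive control wells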
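Assay system: GST-fused GSK3beta enzyme, cell-free / Medium: Tris pH 7.5 buffer with MgCl2, DTT, BSA, heparin / Also added: peptide substrate plus 25 µM ATP (final) / Compound: 10 µM single point / Timing: kinase reaction with compound 60 min at room temperature / Detection: ADP-Glo luminescence / Benchmarks: DMSO neutral wells and GW8510 at 20 µM as positive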
KCNK3 inh = human KCNK3 channel inhibition, primary screen. O14649. CHO-KCNK3 thallium flux, FluxOR fluorescence; active compounds read low. B-score at 10 µM. hit rate 0.84% among 340,000;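 active means B-score under library mean minus 4 SD, starting fluorescence ratio at most library mean plus 5 SD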;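 further: more negative B-score means stronger inhibition of thallium flux through KCNK3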
Target sequence (O14649 whole entry, looked up): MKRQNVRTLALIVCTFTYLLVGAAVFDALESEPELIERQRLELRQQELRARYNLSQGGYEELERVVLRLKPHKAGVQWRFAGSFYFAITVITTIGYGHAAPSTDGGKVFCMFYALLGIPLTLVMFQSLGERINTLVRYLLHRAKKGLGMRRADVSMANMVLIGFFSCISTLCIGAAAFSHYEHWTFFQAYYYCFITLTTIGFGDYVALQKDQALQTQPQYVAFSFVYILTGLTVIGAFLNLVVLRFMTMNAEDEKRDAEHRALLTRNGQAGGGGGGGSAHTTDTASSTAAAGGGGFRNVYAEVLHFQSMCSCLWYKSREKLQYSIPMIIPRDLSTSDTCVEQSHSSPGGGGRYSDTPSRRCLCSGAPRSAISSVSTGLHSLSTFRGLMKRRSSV
KCNQ1 pot = human KCNQ1 channel potentiation or activation; B-score at 10 µM; P51787; CHO-K1 KCNQ1, thallium flux FluxOR fluorescence; active compounds read high; hit rate 0.35% among 310,000; AID 2648;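 active means fluorescence ratio B-score, a plate-corrected score, at least three library SD, with initial intensity B-score within 5 SD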
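Assay system: CHO-K1 cells stably expressing KCNQ1. Medium: assay buffer for compound exposure, DMSO matched across wells. Timing: 37 °C overnight plating, 90-min dark dye load, 20-min compound pretreatment. Signal: kinetic FluxOR fluorescence, 10 s baseline plus 110 s post-stimulus.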
RGS4 act = RGS4 potentiation or activation; HEK293 M3R/inducible RGS4, carbachol calcium flux Fluo4; active compounds read low; hit rate 0.92% among 310,000; B-score at 10 µM;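 active means B-score of the integrated calcium signal more than 4 SD below the library mean, with starting fluorescence not abnormally high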;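 further: negative B-score means reduced calcium response which marks RGS4 activation or potentiation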
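Also added: carbachol at ECmax as muscarinic agonist stimulus; Assay system: HEK293 cells with stable M3R and inducible RGS4; Timing: overnight RGS4 induction, 30 min dye load 37 °C, 20 min compound RT; Measured by: Fluo4-AM (2 µM) calcium-flux fluorescence, kinetic read.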
KCNK9 block = human KCNK9 channel inhibition; HEK293 KCNK9, FluxOR thallium flux fluorescence; active compounds read low; B-score at 10 µM; hit rate 1.2% among 310,000; AID 488922;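 active means ratio B-score over 3 SD below the library mean, with starting fluorescence within 5 SD of its mean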;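 further: negative B-score means less thallium flux so channel inhibition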
DYRK1A inh = inhibitors of rat Dyrk1A kinase; ADP-Glo luminescence, NFATc1 peptide; inhibition, % at 12.5 µM; hit rate 0.43% among 310,000; Q63470; in the data active means inhibition above about 50%;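 further: plate controls were vehicle with enzyme for no effect and no enzyme for full effect; many of its hits are not listed in these tables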
HDAC3 inh = blocks human histone deacetylase 3; O15379; recombinant HDAC3, fluorogenic peptide/trypsin coupled, fluorescence; inhibition, % at 8.3 µM; hit rate 0.15% among 320,000; AID 2718; in the data active means inhibition above about 26%, passing the limit was not always enough
KCNQ1 block = inhibitors of human KCNQ1 potassium channel | B-score at 10 µM | AID 2642 | hit rate 1.3% among 310,000 | CHO-K1 KCNQ1, FluxOR thallium flux fluorescence; active compounds read high;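 active means compounds whose thallium flux B-score, printed positive for inhibition, exceeds three library SD while starting fluorescence stays within three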;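 further: channel opened by potassium depolarization with thallium stimulus after 20 min compound exposure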
Active calls of the source: *; i = inactive; nt = not tested or not shown; & = joins results of further samples. An excerpt, so the mix of outcomes need not match the whole.

SMILES,GSK3A inh,PolyA inhibitor,hERG rescue,GSK3B inh,KCNK3 inh,KCNQ1 pot,RGS4 act,KCNK9 block,DYRK1A inh,HDAC3 inh,KCNQ1 block
CC1=C(C(=O)OCc2ccc3c(c2)OCO3)C(c2ccccc2OCc2ccccc2)NC(=O)N1 (centres undefined),-1.1,i,-9.7,2.1,i,i,i,i,12.2,10.1,i
COc1ccc(N(CC(=O)Nc2ccc(S(=O)(=O)N3CCCC3)cc2)S(C)(=O)=O)cc1OC,5.0,i,-13.3,-1.5,i,i,i,i,2.3,-1.8,i
CC(=O)Oc1ccc(-c2ccc(C(=O)OCC(=O)N(C)CC(=O)Nc3ccccc3Cl)cc2)cc1,0.0,i,-10.0,-2.7,i,i,i,i,28.1,-2.4,i
C=CCNC(=O)C1CC(=O)N(c2ccc(OCC(=O)Nc3ccc(Cl)c(C(F)(F)F)c3)cc2)C1 (centres undefined),-2.8,i,-9.7,3.2,i,i,i,i,-3.9,-6.4,i
CCN1C(=O)[C@H]2[C@@H](c3ccc(-c4ccc(F)cc4)c(OC)c3)N[C@@](C)(C(=O)OC)[C@H]2C1=O,-1.1,i,-5.8,-1.4,i,i,i,i,4.3,-5.9,i
CC1(C)Cc2cccc(OCC(=O)N3CCN(c4ccccc4F)CC3)c2O1,-0.9,i,-15.2,-1.4,i,i,i,i,-14.4,7.8,i
COc1ccc(OCCOC(=O)CN2C(=O)NC3(CCCC3)C2=O)cc1,-1.5,i,-6.0,1.7,i,i,i,i,-2.2,12.0,i
CCCCC(CC)C(=O)Nc1ccc(S(=O)(=O)Nc2nccs2)cc1 (centres undefined),-4.4,i,-13.8,-2.3,i,i,i,i,-11.9,6.0,i
Cc1ccc(C2CC(C(F)F)n3ncc(C(=O)Nc4cnn(Cc5ccccc5C)c4)c3N2)cc1 (centres undefined),-4.8,i,-10.2,-1.0,i,i,i,i,-8.4,8.6,i
CCC(=O)N1CCc2cc(S(=O)(=O)CCC(=O)NC3CCCCC3)ccc21,-2.5,i,-6.1,1.5,i,i,i,i,-1.5,1.0,i
CNC(=O)N(C1=NCC(C)S1)c1ccc(F)cc1F (centres undefined),-2.0,i,1.6,1.1,i,i,i,i,-2.2,3.5,i
COc1ccc(OC)c(CC(NC(C)=O)C(=O)NC2CCN(c3nc(OC)nc(OC)n3)CC2)c1 (centres undefined),-3.7,i,-9.9,0.3,i,i,i,i,12.9,-0.4,i
COc1ccc(NC(=O)CC(Cc2ccccc2)C(=O)O)cc1 (centres undefined),-3.6,i,-7.4,2.2,i,i,i,i,2.5,-8.8,i
CCOc1cc(C2C3=C(CCCC3=O)N(CCC(=O)O)C3=C2C(=O)CCC3)ccc1OS(=O)(=O)c1ccc(C)cc1,0.7,i,-3.6,0.6,i,i,i,i,-9.6,-47.7,i
COC(=O)c1cc(NC(=O)CSC2=NCCS2)cc(C(=O)OC)c1,-1.2,i,-10.7,-2.9,i,i,i,i,nt,1.0,i
CCn1c2ccccc2c2cc(NC(=O)CC(C)=O)ccc21,-1.5,i,-7.7,1.8,i,i,i,i,10.1,-2.2,i
CCOc1cc(C(=O)Nc2ccc(S(=O)(=O)Nc3nnc(CC)s3)cc2)cc(OCC)c1OCC,2.0,i,-5.0,3.9,i,i,i,i,-4.3,-0.8,i
O=C(CN1C(=O)/C(=C/c2ccco2)SC1=S)Nc1ccc(C(=O)O)c(O)c1,3.6,i,-10.1,0.4,i,i,i,i,1.9,-2.2,i
CC(=O)Nc1ccc(Nc2cc(N(C)C)c3nonc3c2[N+](=O)[O-])cc1,-0.3,i,-2.8,0.5,i,i,i,i,-3.7,-5.4,i
NC(=O)c1ccc[n+](Cc2cccc3ccccc23)c1,-7.6,i,-6.2,2.9,i,i,i,i,-1.4,-10.1,i
CC(CC(=O)NC1CCSC1=O)c1ccccc1 (centres undefined),-4.7,i,-0.1,1.4,i,i,i,i,-0.9,-0.7,i
Cc1cc(OCc2ccc(F)cc2)nc(-c2ccccc2O)n1,-2.3,i,-3.6,5.6,i,i,i,-10.2*,-3.2,-6.0,i
COc1cccc(-c2cc(C(=O)N/N=C/c3ccco3)c3ccccc3n2)c1,0.7,i,-10.9,2.1,i,i,i,i,3.4,-1.2,i
CC(Sc1nnc(-c2ccccc2)c(-c2ccccc2)n1)C(=O)N1CCc2ccccc21 (centres undefined),-2.1,i,-20.7,3.8,i,i,i,i,1.2,9.1,i
Cc1oc(-c2ccccc2Cl)nc1CS(=O)(=O)CC(=O)NCCN1CCOCC1,0.3,i,-7.8,-1.8,i,i,i,i,5.3,nt,i
COc1cccc(N(C(=O)c2ccco2)C(C(=O)NC2CCCC2)c2ccc(N(C)C)cc2)c1 (centres undefined),0.7,i,-4.8,-0.7,i,i,i,i,9.2,3.0,i
CCOC(=O)c1cnc2c(cnn2C)c1Cl,1.7,i,-3.8,-3.5,i,i,i,i,nt,-0.8,i
Clc1ccccc1CN1CCN(/N=C/C=C\c2ccco2)CC1,-6.4,i,-6.0,-1.9,i,i,i,i,2.4,4.8,i
N=C1/C(=C\c2ccc(SCc3ccccc3)o2)C(=O)N=C2SC(CC(=O)N3CCOCC3)=NN12,-2.9,i,-7.0,0.4,i,i,i,i,-5.1,4.7,i
Cc1cc(-c2ccccc2)c2ccc(NC(=O)C(C)(C)C)nc2n1,-1.3,i,-5.5,1.2,i,i,i,i,-0.9,7.9,i

The last 2 entries of the part before come first, to join the parts:
SMILES,GSK3A inh,PolyA inhibitor,hERG rescue,GSK3B inh,KCNK3 inh,KCNQ1 pot,RGS4 act,KCNK9 block,DYRK1A inh,HDAC3 inh,KCNQ1 block
N=C1/C(=C\c2ccc(SCc3ccccc3)o2)C(=O)N=C2SC(CC(=O)N3CCOCC3)=NN12,-2.9,i,-7.0,0.4,i,i,i,i,-5.1,4.7,i
Cc1cc(-c2ccccc2)c2ccc(NC(=O)C(C)(C)C)nc2n1,-1.3,i,-5.5,1.2,i,i,i,i,-0.9,7.9,i
Nc1sc2c(c1C(=O)NC1CCS(=O)(=O)C1)CCC2 (centres undefined),1.6,i,-7.0,1.1,i,i,i,i,-2.7,0.7,i
COC(=O)c1c(-c2ccc(Br)cc2)csc1NC(=O)Cc1ccc(OC)c(OC)c1,-1.7,i,-13.2,1.2,i,i,i,i,0.3,14.5,i
CCCc1ccc2oc(C(=O)N3CCN(CC(=O)NC(C)C)CC3)c(C)c2c1,-1.2,i,-5.9,-4.9,i,i,i,i,-0.2,-3.6,i
O=c1c2c3n(c(=O)nc2[nH]n1-c1ccccc1)CCCCC3,-0.2,nt,-6.7,0.6,i,i,i,i,5.0,4.6,i
COc1ccc(NC(=O)CC2SC(=Nc3ccccc3)NC2=O)cc1 (centres undefined),-2.9,i,-10.7,-1.8,i,i,i,i,-0.3,3.7,i
Cc1ccc(C(=O)Nc2ccccc2N2CCCC2)cc1,-3.5,i,-6.9,2.0,i,i,i,i,-11.0,-3.5,i
COc1ccc(NC(=O)C(=O)NCC2CCCN2S(=O)(=O)c2cccs2)cc1 (centres undefined),-2.8,i,-10.2,2.1,i,i,i,i,2.2,3.4,i
CC(=O)c1cccc(NC(=O)c2onc(C)c2Cl)c1,nt,i,-10.1,0.1,i,i,i,i,-0.3,nt,i
Cc1cc(C)nc(SCC(=O)Nc2ccc(S(=O)(=O)Nc3nccs3)cc2)n1,-2.4,i,-6.3,-4.3,i,i,i,i,-3.8,17.3,i
COc1ccccc1C(=O)N1CCCC1(C#N)c1ccccc1 (centres undefined),1.4,i,-5.0,0.3,i,i,i,i,11.2,6.2,i
COc1ccc(S(N)(=O)=O)cc1C(=O)NCCCN1CCN(c2ccccc2OC)CC1,-1.0,i,-3.8,5.0,i,i,i,i,0.9,1.0,i
Cc1nn(C)cc1C(=O)NNC(=S)Nc1ccccc1,-1.9,i,-4.4,0.7,i,i,i,i,-15.7,2.0,i
Cc1ccc(NC(=S)N/C(=N/S(=O)(=O)c2ccccc2)c2ccccc2)cc1,0.0,i,-7.1,0.9,i,i,i,i,4.9&-0.1,0.3,i
Cc1ccc(NC(=O)NCCN2CCN(c3ccccc3)CC2)cc1Cl,-1.1,i,-2.6,2.0,i,i,i,i,1.6,0.5,i
CCN1C(=O)/C(=C\c2cccs2)C(C(=O)OC)=C1C,0.1,i,-3.0,2.5,i,i,i,i,-6.4,-5.8,i
Cc1ccc(S(=O)(=O)N(CC(=O)N(C(C)C)C(C)C)C(=O)N2CCN(C)CC2)cc1,-2.7,i,-8.8,-1.9,i,i,i,i,1.7,1.0,i
COc1ccc(C(C(=O)NC2CCCCC2)N(C(=O)c2sc(C)nc2C)c2ccccc2C)cc1 (centres undefined),0.5,i,-13.3,2.3,i,i,i,i,3.8,6.5,i
CCCNC(=O)COC(=O)c1ccc(N2CCCC2)c([N+](=O)[O-])c1,2.5,i,-0.3,0.5,i,i,i,i,3.6,-3.3,i
Cc1ccc(CS(=O)(=O)c2ncn[nH]2)cc1,-2.6,i,-4.7,2.1,i,i,i,i,-5.6,-0.5,i
CCc1ccc(-n2c(=O)c3c(C)c(C(=O)N(C)C)sc3n(CC(=O)NCC3CCCO3)c2=O)cc1 (centres undefined),-0.2,i,-7.4,1.6,i,i,i,i,-2.0,1.0,i
CCOC(=O)c1ccc(NC(=O)c2ccc3c(c2)OCO3)cc1,0.6,i,-8.4,1.6,i,i,i,i,0.9,-0.6,i
COC(=O)C(=Nc1ccccc1)/C(C(=O)C(=O)N(C)c1ccccc1)=C(\O)c1ccccc1,-1.3,i,-11.0,-6.8,i,i,i,i,-3.0,0.1,i
Cc1noc(C)c1S(=O)(=O)N1CCN(c2ccc([N+](=O)[O-])cc2)CC1,nt,i,-9.7,-5.0,i,i,i,i,1.8,-1.1,i
COC(=O)c1ccc(N=Cc2c(C(F)(F)F)[nH][nH]c2=O)cc1,-0.6,i,-13.4,0.6,i,i,i,i,0.0,10.6,i
COc1ccccc1NC(=O)NCC(=O)Nc1c(C)cccc1C,1.8,i,-21.1,0.0,i,i,i,i,nt,-1.7,i
CCCC(=O)n1nc(-c2ccco2)nc1SCc1ccccc1,nt,i,-9.2,-0.1,i,i,i,i,-1.8,47.8*,i
